High-throughput results from PubChem BioAssay.
PKA-R1A activ = activates the PKA-R1A holoenzyme complex | PKA-R1A dissociation, Cy5-IP20 fluorescence polarization; scaled: DMSO 0%, 113 µM cGMP 100% | activation, % at 11.4 µM | actives 0.083% (n = 340,000) | P00514+P68181 | AID 504707;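 active means percent activation above the mean of all tested compounds plus 3 SD, cut at about 19% in these data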;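 further: higher means more PKAc released from R1A so a rise in polarization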
PfHsp90 set2 = inhibits growth of yeast expressing Plasmodium falciparum Hsp90. S. cerevisiae expressing PfHsp90, BacTiter-Glo ATP, 48 h; yeast lacking PDR1 and PDR3 efflux regulators. inhibition, % at 9.4 µM. actives 0.32% (n = 310,000). AID 504621;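 active means every replicate shows inhibition above about 80%, whatever the replicate mean, limit read from the data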;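 further: 0% = DMSO neutral controls and 100% = 20 µM radicicol positive controls; yeast relying on Plasmodium falciparum Hsp90 in place of its own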
OPRM1-OPRD1 inv = mu-delta opioid heterodimer inverse agonism. P35372+P41143. cell-based MOR-DOR heterodimer luminescence. inhibition, % at 9.3 µM. actives 0.21% (n = 340,000); in the data active means inhibition above about 22%, passing the limit was not always enough;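 further: 0% = cells with DMSO and 100% = wells without cells with DMSO; values of inactives mirror those of a sister screen read the other way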
HTR5A inv ag = inverse agonist of human HTR5A in OPRM1-OPRD1 counter-screen; actives 0.083% (n = 340,000); inhibition, % at 9.3 µM; AID 504634; HTR5A cell line, luminescence, inverse agonism; in the data active means inhibition mostly above about 23%, no sharp cut-off; inactive means mostly below about 18%;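 further: 0% = cells with DMSO and 100% = no-cell wells with DMSO; some compounds called inactive have numbers as strong as hits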
Target sequence (P47898 whole entry, looked up): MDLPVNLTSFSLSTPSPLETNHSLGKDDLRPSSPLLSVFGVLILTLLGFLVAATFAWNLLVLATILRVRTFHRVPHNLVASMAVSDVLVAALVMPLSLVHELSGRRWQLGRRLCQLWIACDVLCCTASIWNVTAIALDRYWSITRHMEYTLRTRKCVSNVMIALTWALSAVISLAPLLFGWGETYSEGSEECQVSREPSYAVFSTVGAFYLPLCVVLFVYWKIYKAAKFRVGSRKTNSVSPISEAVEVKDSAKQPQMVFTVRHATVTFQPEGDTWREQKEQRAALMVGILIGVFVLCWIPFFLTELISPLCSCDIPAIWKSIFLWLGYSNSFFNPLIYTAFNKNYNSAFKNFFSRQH
AddAB inh = less growth of phage-infected E. coli with AddAB; inhibition, % at 11.9 µM; actives 0.29% (n = 330,000); E. coli expressing H. pylori AddAB, absorbance growth; in the data active means inhibition above about 12%;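 further: 0% = vehicle wells of infected cells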
Ecoli viability = reduces bacterial viability in AddAB counter-screen; E. coli V3065 growth, OD600 absorbance, 18 h; inhibition, % at 11.9 µM; actives 0.27% (n = 330,000); AID 449728;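 active means inhibition above the campaign's mean inhibition across all tested compounds plus 3 SD, cut at about 9.9% in these data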;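 further: uninfected addAB+ strain grown without phage in ampicillin broth; 0% = DMSO wells and 100% = ciprofloxacin 0.95 µg/ml wells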
Mot1-301 SUMO = blocks SUMOylation pathway, rescuing yeast Mot1-301 growth. growth rescue, % at 18.8 µM. S. cerevisiae Mot1-301 growth rescue, ATP luminescence, 38.5C; percent above DMSO median, 100 means doubled. actives 1% (n = 320,000). AID 2716;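 active means every valid replicate shows activation above 250% relative to neutral control wells; inactive means the rest, any valid replicate at or below 250%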;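 further: OY570 slx delta 5 strain wells were the positive control but not used for scaling; some compounds called inactive have numbers as strong as hits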
DSG3 Ab inh = human desmoglein-3 autoantibody binding inhibition. P32926. DSG3-coupled beads, scFv-anti-DSG3-GFP binding, flow cytometry; hits give low values. binding (percent of control), % at 10 µM. actives 0.48% (n = 310,000). AID 588358;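 active means binding more than 3 SD below its plate's average and above zero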;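 further: hits lower antibody fragment binding to DSG3; some compounds called inactive have numbers as strong as hits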
phage Ecoli inh = E. coli growth loss with phage present; growth absorbance; inhibition, % at 11.9 µM; actives 0.26% (n = 360,000); AID 651602; in the data active means inhibition above about 11%
MOR-DOR ag = OPRM1-OPRD1 heterodimerization agonism | P35372+P41143 | cells, luminescence | activation, % at 9.3 µM | actives 0.3% (n = 340,000) | AID 504326; in the data active means activation above about 18%;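 further: 0% = vehicle-treated cells and 100% = reference agonist; values of inactives mirror those of a sister screen read the other way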
HTR5A ag = HTR5A agonism, opioid heterodimer counter-screen; HTR5A agonist assay, luminescence, cell-based; activation, % at 9.3 µM; actives 0.61% (n = 340,000); in the data active means activation mostly above about 9.5%, no sharp cut-off; inactive means mostly below about 7.6%;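 further: 0% = cells with vehicle only and 100% = reference agonist; strong numbers were not always called active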
* marks the source's active call; other numbers are inactive results; . = not tested or not shown. Outcome played no part in choosing rows, and some 3.2% of all compounds hit somewhere here.

no.	Compound	PKA-R1A activ	PfHsp90 set2	OPRM1-OPRD1 inv	HTR5A inv ag	AddAB inh	Ecoli viability	Mot1-301 SUMO	DSG3 Ab inh	phage Ecoli inh	MOR-DOR ag	HTR5A ag
1	CCOC(=O)C(Cc1c[nH]c2ccccc12)NC(=O)c1ccco1 (stereo unspecified)	10	-28	-20	-7	1.9	0.5	-10	.	4.0	4.7	5
2	COC(=O)C1=C(C)N(C)C(=O)NC1c1cc(Cl)c(O)c(OC)c1 (stereo unspecified)	-2	-17	9	-15	-0.1	3.7	-7	106	2.9	-1.6	-3
3	COc1ccc(OC)c(S(=O)(=O)N2CCCC(C(=O)NCCc3ccccc3)C2)c1 (stereo unspecified)	-1	5	0	-10	-0.6	-0.8	-1	112	-0.7	-0.1	4
4	O=C(NC1CC1)C1=C[C@@H](c2csc3ccccc23)C[C@@H](OCc2ccc(CO)cc2)O1	-1	-7	3	21	1.1	-2.2	-3	102	1.3	-0.6	-8
5	CC(C)CC[C@@H](O)[C@](C)(O)C1CC[C@@]2(O)C3=CC(=O)[C@@H]4C[C@@H](O)[C@@H](O)C[C@]4(C)C3CC[C@]12C (stereo partly specified)	5	18	10	-6	3.7	0.3	-15	105	0.6	-1.7	-1
6	CC(=O)Nc1ccc(O)cc1[N+](=O)[O-]	-2	5	10	3	0.0	0.3	10	95	2.4	-1.9	-1
7	CC(=O)C1=C(C)N(c2ccccc2)C(=O)C1(NS(=O)(=O)c1ccc(N)cc1)C(F)(F)F (stereo unspecified)	-14	-3	11	-7	3.7	0.5	-5	96	2.1	-2.3	3
8	OC(CNc1nc(C(F)(F)F)nc2ccccc12)c1ccccc1 (stereo unspecified)	-5	-16	-4	-11	5.4	2.3	-11	104	1.1	0.5	1
9	CCOc1ccc(NC(=O)CN2C(=O)NC(CCc3ccccc3)C2=O)cc1OCC (stereo unspecified)	-1	-29	20	-2	2.4	-1.1	6	96	0.7	-4.6	1
10	COCN(C#N)c1nc(OC)nc(OC)n1	-10	-15	8	-4	1.9	-0.4	101	98	2.5	-1.5	5
11	COc1cc(C(=O)NC(=S)Nc2nc(-c3ccc(F)cc3)cs2)cc(OC)c1OC	13	-3	4	-16	0.6	1.9	-19	119	0.2	-0.8	2
12	CCOc1ccc(S(=O)(=O)N2CCC(c3ccccc3)CC2)cc1C(=O)O	-8	-19	15	9	0.7	-1.2	10	95	0.9	-3.3	-2
13	Cc1ccccc1-n1nc2c(c1NC(=O)C(C)C)CS(=O)(=O)C2	8	-11	17	5	3.3	2.6	226	113	-0.6	-3.7	-1
14	CCN1CCN(c2ccc(S(=O)(=O)N3CCCCC3)cc2NC(=O)Cc2c(F)cccc2Cl)CC1	6	12	16	2	0.4	0.9	322	105	2.8	-4.0	-1
15	O=C(CN(C(=O)CCC(=O)Nc1nccs1)c1ccc(F)cc1)NCC1CCCO1 (stereo unspecified)	-11	-14	16	3	1.5	-1.4	-4	.	-0.4	-3.9	-1
16	COc1cc(NC2c3ccccc3C(=O)N2Cc2ccccc2)cc(OC)c1OC (stereo unspecified)	-7	14	11	-8	-0.4	-1.4	245	88	1.4	-2.2	3
17	O=C(Nc1cccc(S(=O)(=O)N2CCCC2)c1)c1ccc2ccccc2n1	1	-137	-8	-6	1.2	0.0	-23	110	-0.3	1.5	2
18	CCC1(c2ccccc2)NC(=O)N(CC(=O)N2CCc3ccccc32)C1=O (stereo unspecified)	-6	-6	2	19	3.5	0.3	-4	.	0.3	-0.6	-8
19	CC(C)N(c1ccccc1)c1ccc(NC(=S)NCCN(C)C)cc1	-11	15	-14	-22	-0.3	1.8	-12	100	3.7	2.6	6
20	CCOC(=O)c1oc2c(O)c(O)ccc2c(=O)c1-c1nncn1-c1ccccc1	-5	-28	8	-23	-0.6	-3.8	-11	105	-2.6	-2.0	10
21	COc1ccc2nc(N3C(=O)C(O)=C(C(=O)c4ccco4)C3c3ccco3)sc2c1 (stereo unspecified)	-8	3	14	4	.	.	.	96	-1.6	-2.6	-1
22	Cc1ccnc(NC(=O)Cn2c(=O)oc3cc(S(=O)(=O)N4CCCC4)ccc32)c1	-4	-17	7	18	-0.3	1.7	25	101	2.7	-1.4	-6
23	CC(=O)c1ccc(S(=O)(=O)NCc2cccnc2)cc1	4	11	-5	8	-0.7	0.0	2	89	0.2	0.8	-2
24	O=C(c1ccco1)N1N=C(c2ccc(Cl)cc2)CC1c1ccco1 (stereo unspecified)	0	-47	-18	-15	1.0	-1.3	-6	111	0.7	3.6	3
25	O=C(Nc1ccccn1)c1cccc(S(=O)(=O)N2CCOCC2)c1	-13	11	-3	11	1.9	-0.6	19	.	1.2	0.8	6
26	Cc1ccccc1OCC(=O)Nc1ccc(S(=O)(=O)Nc2onc(C)c2C)cc1	4	9	19	-8	5.9	4.7	364	114	1.7	-3.6	-2
27	O=C(c1cccnc1)c1cccnc1	-1	-3	-15	3	0.2	-2.1	67	96	5.3	2.3	-1
28	COc1ccc([N+](=O)[O-])cc1N(CC(=O)N1CCCCC1)S(C)(=O)=O	2	-17	-4	-11	-0.3	0.9	-6	101	5.3	0.9	8
29	CN(CCN1CCOCC1)Cc1nc(-c2cccs2)no1	7	-6	8	-8	2.6	-1.0	114	100	1.7	-1.6	-2
30	CCCc1cc(=O)oc2cc(OCC(=O)Nc3ccc4c(c3)OCCO4)ccc12	6	-2	5	-1	0.6	0.4	-18	90	3.8	-0.8	0
31	CCOC(=O)c1ccc(S(=O)(=O)N2CCC(C(=O)NCC3CCCCC3)CC2)cc1	-9	1	17	5	1.3	0.7	12	94	1.4	-4.2	-2
32	CCCCC(CC)C(=O)Nc1ccc(Cl)cn1 (stereo unspecified)	-9	.	-21	-7	4.1	0.7	35	105	2.1	4.5	-2
33	COc1ccc(C2C(C#N)=C(N)N(N(C)C)C3=C2C(=O)CCC3)cc1 (stereo unspecified)	-5	6	23	7	-0.8	0.6	-5	94	0.9	-5.1	-2
34	CC(C)(C)C(=O)COC(=O)c1cc(-c2ccncc2)nc2ccccc12	-4	-16	2	-7	0.3	-2.1	347	102	2.1	-0.3	0
35	COc1ccccc1CNC(=O)C1(C)Oc2cccnc2NC1=O (stereo unspecified)	1	10	9	-3	0.7	-1.4	-4	104	-0.9	-1.7	1
36	CC(C)c1ccccc1NCC(=O)N1CCN(Cc2ccccc2)CC1	2	4	2	6	0.3	-2.5	-7	112	0.9	-0.4	-2
37	CN(CC(=O)Nc1ccccc1Br)C(=O)C1CCN(C(=O)c2ccc(Cl)cc2)CC1	-3	-21	12	16	3.2	3.5	131	.	1.2	-2.4	0
38	Cc1ccc(NC(=O)Cn2cccc2)cc1Cl	-4	-46	-1	-12	1.5	2.6	8	99	.	0.2	3
39	CC(C)NC(=O)c1c(O)c2cccc3c2n(c1=O)CCC3	-7	1	12	-14	0.8	3.1	9	97	0.7	-2.5	-4
40	Cc1ccnc(OC(C(=O)O)C(OCCc2ccccc2)(c2ccccc2)c2ccccc2)n1 (stereo unspecified)	-3	10	13	-7	0.2	-1.7	176	124	-0.5	-2.6	2
41	Fc1ccc(/C=N/N2CCCCC2)c(F)c1	1	61	16	13	-1.6	-1.1	-9	94	1.8	-3.5	-4
42	Cc1cc(N2CCN(C(=O)c3ccco3)CC2)n2ncc(-c3ccccc3)c2n1	-4	124*	9	2	2.2	1.1	-15	102	-0.8	-2.1	4
43	Cc1cccc(NC(=O)c2ccc(N3C(=O)C4C5C=CC(C6CC56)C4C3=O)cc2)c1 (stereo unspecified)	-8	8	-1	13	3.2	1.2	21	110	1.0	0.4	-5
44	CCOC(=O)CN1C(=O)N[C@@H](c2cccc(F)c2)C(C(=O)OC)=C1C	-6	1	12	-5	1.6	-0.3	-18	105	0.8	-2.7	5
45	COc1ccc(S(=O)(=O)N(C)c2ccc(C(=O)NCc3ccco3)cc2)cc1	3	1	8	11	0.1	0.4	17	105	1.0	-2.3	3
46	CN1/C(=C/C=N/NC(=O)c2ccc([N+](=O)[O-])cc2)C(C)(C)c2ccccc21	-7	12	-3	-8	0.2	-2.0	-2	109	8.4	0.5	-1
47	Cc1sc2nc(CSCC(=O)N(CCC#N)c3ccccc3)[nH]c(=O)c2c1C	-9	0	6	18	2.5	1.2	6	103	0.9	-1.2	5
48	S=C(NC1CCCC1)N1CCN(c2cccc(Cl)c2)CC1	-9	5	-5	3	-0.7	0.6	417	84	8.2	0.8	8
49	O=C(/C=C/c1ccc(O)c(O)c1)OCCc1ccccc1	-7	-5	-21	0	1.8	1.7	14	95	8.3	3.9	0
50	O=C(CCn1c(=S)oc2ccccc21)NC1CCCCC1	-5	4	14	-7	-0.8	0.6	-22	97	-0.5	-2.7	2
51	COc1cc2c(cc1OC)/C(=C/C#N)NC(C)(C)C2	-8	2	5	-18	0.1	-2.4	-7	107	3.1	-0.9	-5
52	Cc1ccc(C)c(NS(=O)(=O)c2cc(C(N)=O)ccc2C)c1	-9	6	10	3	0.6	-1.5	10	101	-0.6	-1.8	0
53	COc1ccc(CNC(=O)C(=O)NCCC2CCCCN2S(=O)(=O)c2ccccc2)cc1 (stereo unspecified)	3	15	-5	6	-0.8	0.3	-2	101	1.1	0.8	-2
54	N#Cc1cccc(NC(=O)Nc2cccs2)c1	5	6	10	7	6.1	5.4	-2	105	5.1	-1.8	-2
55	O=C(CCCOc1ccccc1)Nc1cccnc1	11	-10	3	-20	-1.3	0.7	-2	.	2.2	-0.4	-2
56	O=C(CCC(=O)Nc1nnc(C2CCCCC2)s1)NCc1ccc(F)cc1	-2	-18	14	-5	-1.9	1.9	-6	.	1.6	-2.6	6
57	Cc1ccccc1N1CCN(Cc2cccc(C(=O)O)c2)CC1	3	43	12	-5	3.2	-1.8	-31	98	-0.2	-2.4	-3
58	CC1(N(O)/C=C2\C=CC=CC2=O)CCCCC1=O (stereo unspecified)	-2	-8	-1	7	0.4	2.0	-6	103	1.8	0.3	-1
59	CCc1nnc(NC(=O)CSc2nnc(C)n2CC2CCCO2)s1 (stereo unspecified)	4	-2	9	-11	1.9	2.0	-1	100	1.8	-1.6	6
60	Cc1cc(=O)oc2c(C)c(OCC(=O)NCCCn3ccnc3)ccc12	-6	-17	19	-9	-0.3	-1.9	-3	104	1.3	-3.5	-2
61	FC(F)(F)COc1nc(N2CCOCC2)nc(N(c2ccccc2)c2ccccc2)n1	-3	2	-12	-6	-2.9	1.6	.	90	0.8	2.2	1
62	O=S(=O)(NCC1CCCO1)c1cc(Cl)ccc1Cl (stereo unspecified)	-2	45	7	-3	-0.9	-0.4	-5	100	3.1	-1.2	10
